LDHA inh = LDHA (human) enzyme inhibition | P00338 | purified LDHA, NADH/diaphorase-resazurin fluorescence; hits give low values | activity change, % (values are at about 110 or 230 µM) | hit rate 0.15% among 480,000 | AID 1347041; in the data active means activity change below about -30%; inconclusive means mostly about -25% to -30%;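 further: plate controls were DMSO wells for no effect and wells without enzyme for full effect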
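Enzyme activity of human lactate dehydrogenase 5 (2 nM; 0.06 mM NADH, 0.2 mM pyruvate, 5 min, RT) is measured via a resazurin/diaphorase fluorescence readout of residual NADH.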
D2 PAM = D2 dopamine receptor (human) potentiation; potentiation, % at 10 µM; AID 485347; HEK293 T-REx D2, calcium flux, EC20 dopamine potentiation; hit rate 0.34% among 340,000;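 active means potentiation over 3 SD above the plate norm, cut at about 30% in these data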; further: 0% is about no effect
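Potentiation of an EC20 dopamine calcium response is measured in a force-coupled, tetracycline-inducible Hek293 Trex D2 line. Compound-only kinetic reads over 180 s flag agonists before dopamine addition.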
RXFP1 agonist = RXFP1 (human) receptor agonism; AID 2676; Potency, µM (highest dose often 57.5 µM), inactives show at the highest dose activation, hits mostly activators; Q9HBX9; hit rate 0.3% among 370,000; HEK293T-RXFP1 cAMP TR-FRET, 30 min; response scale: percent of porcine relaxin response, buffer zero; further: potency means the concentration at half of the fitted maximal effect; on the % scale 0 is the no-effect control and ±100 the full control effect; nearly all actives have a fitted effect of over 60% in size; many of its hits are not listed in these tables
Target sequence (Q9HBX9 whole entry, looked up): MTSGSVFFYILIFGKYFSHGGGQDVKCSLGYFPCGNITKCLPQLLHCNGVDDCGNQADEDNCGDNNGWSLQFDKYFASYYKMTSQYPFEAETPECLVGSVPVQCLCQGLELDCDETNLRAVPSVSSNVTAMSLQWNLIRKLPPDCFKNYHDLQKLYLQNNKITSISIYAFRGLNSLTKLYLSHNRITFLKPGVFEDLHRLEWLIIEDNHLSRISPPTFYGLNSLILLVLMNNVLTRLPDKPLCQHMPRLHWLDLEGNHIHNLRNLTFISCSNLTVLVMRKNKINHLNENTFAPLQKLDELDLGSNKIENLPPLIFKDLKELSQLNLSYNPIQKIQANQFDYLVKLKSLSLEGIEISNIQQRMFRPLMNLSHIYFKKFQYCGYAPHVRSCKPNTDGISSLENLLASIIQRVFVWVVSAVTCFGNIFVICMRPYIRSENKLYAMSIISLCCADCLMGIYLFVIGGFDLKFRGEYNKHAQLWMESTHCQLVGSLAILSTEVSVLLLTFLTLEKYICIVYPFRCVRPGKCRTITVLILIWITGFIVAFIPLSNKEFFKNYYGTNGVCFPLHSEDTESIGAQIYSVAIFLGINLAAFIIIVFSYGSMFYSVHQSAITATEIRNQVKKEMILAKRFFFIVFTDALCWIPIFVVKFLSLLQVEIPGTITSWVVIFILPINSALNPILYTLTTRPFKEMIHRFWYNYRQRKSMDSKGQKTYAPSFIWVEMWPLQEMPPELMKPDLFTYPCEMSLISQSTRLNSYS
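HEK293T cells stably expressing RXFP1 were pretreated with the PDE4 inhibitor Ro 20174, exposed to compounds for 30 min at 37C, lysed, and cAMP was read by TR-FRET. Data normalized to buffer (basal) and 29 nM porcine relaxin (100%).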
Glioma ERSR ind = induces the endoplasmic reticulum stress response in human glioma cells. U87-MG GRP78 promoter luciferase reporter, 16 h. Potency, µM, for the others: top-dose activation, most hits filed as activators. hit rate 0.02% among 420,000. AID 602332; further: potency means the concentration at half of the fitted maximal effect; series mostly up to about 76 µM; % of control where 0% means no effect; nearly all actives have a fitted effect of over 35% in size
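ERSR induction read as luciferase luminescence (Bright-Glo, 10 min at room temperature) in stably transfected human U87-MG glioma cells exposed to compounds for 16 h, using GRP78 as sensor.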
D1 potentiator = human D1 dopamine receptor positive modulation; hit rate 0.036% among 360,000; potentiation, % at 10 µM; HEK293 TREx D1 cells, calcium flux, dopamine EC20 potentiation; P21728; in the data active means potentiation above about 30%; further: 0% is about no effect
D1 agonist = activates the human D1 dopamine receptor | HEK293 T-REx D1 cells, calcium flux, agonist mode | activation, % at 2 µM | hit rate 1% among 360,000 | AID 504660; in the data active means activation above about 30%; further: 0% is about no effect
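Tetracycline-induced HEK293 TREx D1 cells, force-coupled to calcium signalling, were dye-loaded with a no-wash calcium kit. Compound was pin-added after a 10 s baseline. Fluorescence was read kinetically at 1 cycle/s for 180 s, with calcium rises flagged as agonism.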
D1 antag = blocks dopamine activation of the human D1 receptor. HEK293 TREx D1 cells, calcium flux, dopamine EC80; hits give low values. AID 504652. activity change, negative = inhibition, % at 10 µM. P21728. hit rate 3.2% among 360,000; in the data active means activity change below about -30%; further: on the % scale 0 is the no-effect control and ±100 the full control effect
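Calcium flux readout: force-coupled, inducible Hek293 Trex D1 line, cells induced overnight at 30 C with tetracycline, dye-loaded 30–90 min at RT. Antagonism scored against EC80 dopamine challenge given 180 s after compound.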
Vif-APOBEC3G blk = blocks the Vif interaction with human APOBEC3G | HeLa A3G-eYFP + Vif (tagged APOBEC3G with the HIV-1 protein that degrades it), YFP fluorescence, overnight | Potency, µM (titrated, usually from 46.1 µM), inactives show top-dose activity, negative = active, usual class: inhibitors | hit rate 0.076% among 410,000;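 further: potency means the concentration at half of the fitted maximal effect; on the % scale 0 is the no-effect control and ±100 the full control effect; nearly all actives have a fitted effect of over 60% in size; hits raise eYFP signal because A3G escapes Vif-driven loss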
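Read-out is eYFP fluorescence (Ex 488/Em 500-530) from Vif-expressing HeLa A3G-eYFP cells; more signal means A3G escaped Vif-mediated degradation. Cells plated overnight, compound pinned in, incubated overnight at 37 deg C.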
Vif-A3F inh = blocks the Vif interaction with APOBEC3F. HeLa A3F-eYFP + Vif (tagged APOBEC3F with the HIV-1 protein that degrades it), YFP fluorescence increase. Potency, µM (titrated, usually from 46.1 µM), inactives show at the top dose activity, negative = active. hit rate 0.2% among 390,000; further: potency means the concentration at half of the fitted maximal effect; % of control where 0% means no effect; nearly all actives have a fitted effect of over 65% in size
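HeLa cells stably expressing Vif plus C-terminally eYFP-tagged A3F were seeded, incubated overnight at 37 deg C, dosed with compound, incubated overnight again at 37 deg C. Yellow fluorescence (Ex 488/Em 500-530) reported blocked Vif-mediated A3F-eYFP degradation.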
* = called active by the depositor; ? = inconclusive; . = not tested or not shown. Unless noted, the call rests on the fitted dose curve; in most records, active means well fitted curve in the direction sought with a large enough effect; inconclusive means small, poorly fitted or top-dose-only effect, or another doubt; inactive means no such curve, though single readings can be large; an effect the other way counts as inactive or inconclusive. Only part of the results is shown; the hit share may differ from the screen's.

1. O=C(N/N=C/c1ccc([N+](=O)[O-])o1)c1ccccc1-n1cccc1
2. CCOC(=O)c1ccc(N2CCN(c3cc(C)ccc3C)CC2)c(NC(=O)Nc2ccccc2)c1
3. CC(C)C(OC(=O)c1nsc(Cl)c1Cl)C(=O)NCc1ccccc1 (configuration not stated)
4. Cc1cc(C)cc(-n2ccnc2SCC(=O)Nc2ccc3c(c2)OCO3)c1
5. O=C(COC(=O)c1ccc(Br)c(S(=O)(=O)N2CCOCC2)c1)NCC1CCCO1 (configuration not stated)
6. CC1CN(CC(O)COC(c2ccc(Cl)cc2)c2ccc(Cl)cc2)CC(C)O1 (configuration not stated)
7. O=C(NC1CC(=O)N(c2ccccc2)C1)c1ccco1 (configuration not stated)
8. O=S(=O)(Nc1ncn[nH]1)c1ccc(Cl)cc1
assay / compound	1	2	3	4	5	6	7	8
LDHA inh	-2	-3	-4	3	-1	1	-5	-9
D2 PAM	.	6	-16	-20	10	-8	-1	19
RXFP1 agonist	0.6%	2.1%	5.0%	1.1%	-0.8%	0.0%	0.4%	1.2%
Glioma ERSR ind	-1%	-3%	-1%	-2%	-4%	-5%	-1%	-1%
D1 potentiator	-1	1	-5	-5	-1	13	0	2
D1 agonist	2	1	1	7	5	9	2	3
D1 antag	-4	4	-23	-21	8	-15	.	5
Vif-APOBEC3G blk	-27%	-5%	-2%	-2%	1%	-2%	5%	0%
Vif-A3F inh	-9%	-7%	2%	2%	-11%	?	0%	-13%

9. O=C(Nc1nnc(CSCc2ccc(F)cc2)s1)c1ccc([N+](=O)[O-])cc1
10. CC(C)c1ccc(OC(=O)c2cccc(S(=O)(=O)N3CCN(C)CC3)c2)cc1
11. O=C(c1cccc2ccccc12)N1CCN=C1SCc1ccc([N+](=O)[O-])cc1
12. CC(C)(C)[C@H](NC(=O)c1ccc(N)c(Cl)c1)C(=O)N1CCC[C@H]1C(=O)N[C@H](C#N)Cc1nn[nH]n1
13. COc1ccc([N+](=O)[O-])cc1NS(=O)(=O)c1cc(C(=O)N2CCN(C)CC2)ccc1OC
14. CC(C)N(Cc1nnc(-c2ccc(Cl)cc2)o1)C(=O)C1=COCCO1
15. CCOC(OCC)c1cc2ccccc2cn1
16. O=C(Nc1cc2c(cc1Cl)OCCO2)c1ccco1
assay / compound	9	10	11	12	13	14	15	16
LDHA inh	-2	-13	-3	.	-9	-3	2	8
D2 PAM	-3	-1	0	.	-2	12	.	-2
RXFP1 agonist	0.8%	0.3%	-1.8%	0.2%	-0.1%	0.6%	.	0.5%
Glioma ERSR ind	1%	-3%	-1%	.	0%	2%	4%	8%
D1 potentiator	-3	-12	-1	-4	-9	-2	.	-5
D1 agonist	11	9	5	2	1	0	.	-1
D1 antag	-10	-28	9	0	6	2	.	2
Vif-APOBEC3G blk	-8%	1%	-1%	.	1%	-2%	-4%	-1%
Vif-A3F inh	5%	?	-19%	.	?	20%	1%	1%

17. CC1CCCC(NC(=O)CN(C)S(=O)(=O)c2cnc[nH]2)C1C (configuration not stated)
18. CCOc1ccc(CNCc2c(C(=O)O)n(Cc3ccccc3C)c3cc(OC)ccc23)cc1OC
19. COCCCNC(=O)[C@H](Cc1c[nH]c2ccccc12)NC(=O)OCc1ccccc1
20. c1ccc(Cc2nnc(N3CCCCC3)c3ccccc23)cc1
21. c1ccc(Cn2ncc3c2ncn2c(-c4ccncc4)nnc32)cc1
22. CCCc1nnc2n1N=C(c1ccc(OC)c(OC)c1)CS2
23. CCC(=O)N(C1=C(NC(C)C)C(=O)c2ccccc2C1=O)C(C)C
24. CN(C(=O)c1cccc(NC(=O)Cc2cccc(NC(=O)C3CCCN(C(=O)C4CCCC4)C3)c2)c1)C1CCC1 (configuration not stated)
assay / compound	17	18	19	20	21	22	23	24
LDHA inh	-9	-11	-10	-3	.	0	9	2
D2 PAM	7	-6	19	.	6	89*	-15	.
RXFP1 agonist	0.9%	-2.0%	-1.9%	3.0%	-0.6%	12%	-2.5%	.
Glioma ERSR ind	1%	-3%	-2%	-1%	.	-1%	-2%	-2%
D1 potentiator	-5	-7	2	-1	0	6	2	.
D1 agonist	1	29	1	1	3	-1	0	.
D1 antag	7	2	-11	1	-11	8	10	.
Vif-APOBEC3G blk	2%	-3%	1%	-5%	.	-8%	-20%	5%
Vif-A3F inh	-1%	-13%	-6%	-6%	.	-4%	-6%	6%

25. COc1ccc(-c2c(C#Cc3ccsc3)c3cc(-c4ccc(OC)c(F)c4)ccc3n2C)cc1
26. COCC(C)NC(=O)C1CC(c2cccc(Br)c2)=NO1 (configuration not stated)
27. CCn1c(C)nc2cc(C(=O)N/N=C/c3ccccc3C)ccc21
28. Cc1ccc(S(=O)(=O)c2cn(Cc3cccc(F)c3)c3cc(N4CCCC4)c(F)cc3c2=O)cc1
29. Cc1ccccc1NC(=O)Nc1nnc(N2CCCCCC2)s1
30. FC(F)(F)c1nnc2n1N=C(c1ccccc1)CS2
31. Cc1cccc(NC(=O)c2cc[n+]([O-])cc2)c1C
32. CC(C)C1(c2ccsc2)NC(=O)NC1=O (configuration not stated)
assay / compound	25	26	27	28	29	30	31	32
LDHA inh	-13	-5	-2	1	1	-4	-6	3
D2 PAM	4	0	25	5	-3	0	-10	.
RXFP1 agonist	2.1%	-0.4%	-0.1%	7.9%	-0.5%	0.4%	0.2%	.
Glioma ERSR ind	-3%	-6%	-3%	4%	-2%	1%	-4%	-3%
D1 potentiator	3	1	-8	-1	3	7	9	.
D1 agonist	2	2	1	3	-2	0	1	.
D1 antag	.	-5	-11	2	6	5	3	.
Vif-APOBEC3G blk	-1%	0%	-3%	3%	-2%	-2%	0%	1%
Vif-A3F inh	6%	-2%	-4%	0%	3%	2%	-1%	7%

33. CCc1nc2ccc(C(=O)NCc3ccc(OC)c(OC)c3)cc2nc1CC
34. CC(C)(O)c1[nH]c2cc(C(F)(F)F)ccc2c1C(C)(C)O
35. Cc1ccc(N(C)C(=O)c2noc3c2CCCCC3)cc1C
36. COc1ccc(-n2c(/C=C/c3cccc4ccccc34)nc3ccccc3c2=O)cc1Cl
37. CC(C)CNC(=O)NC(=O)COc1c(F)c(F)cc(F)c1F
38. CC(C)c1ncc(C(O)c2ccccc2)n1C (configuration not stated)
39. COc1ccc(OCC(=O)C2CC2)c(C#N)c1
40. COc1ccccc1/C=C/C(=O)Nc1cccc(C(C)=O)c1
assay / compound	33	34	35	36	37	38	39	40
LDHA inh	-1	1	-7	-2	1	-3	-1	-9
D2 PAM	-3	4	0	-13	0	-6	1	8
RXFP1 agonist	5.5%	-0.3%	-0.3%	2.7%	1.6%	0.8%	0.0%	2.7%
Glioma ERSR ind	0%	0%	2%	-4%	-1%	-4%	0%	?
D1 potentiator	-2	-2	-2	-2	-1	-7	-3	-5
D1 agonist	-1	2	0	0	0	5	2	-1
D1 antag	3	-5	-1	-23	-12	-6	4	5
Vif-APOBEC3G blk	-4%	0%	2%	-2%	1%	-1%	-3%	-4%
Vif-A3F inh	2%	-6%	-6%	0%	-1%	-20%	12%	-5%

41. COc1ccc(-c2ccc(CN3C(CC(C)C)C(=O)N(Cc4cn(CCC5OCCCO5)nn4)CCS3(=O)=O)cc2)cc1OC (configuration not stated)
42. CCOc1ccc(NC(=O)CC2C(=O)N(c3ccc(OC)c(Cl)c3)C(=S)N2C2CC2)cc1 (configuration not stated)
43. Cc1cc(C)c(C(=O)CSc2nnc(N)s2)c(C)c1
44. Cc1cccc(N2CCN(C(=O)CSCc3ccc(F)cc3)CC2)c1C
45. COc1ccc(NC(=O)CN2C(=O)/C(=C3\SC(=S)N(C4CCS(=O)(=O)C4)C3=O)c3ccccc32)cc1 (configuration not stated)
46. Cc1sc2nc(CSc3ccccc3)nc(N3CCC(C(N)=O)CC3)c2c1C
47. CCOC(=O)CC1C(=O)NCCN1C(=O)c1c(F)cccc1F (configuration not stated)
48. COc1ccccc1N1CCN(S(=O)(=O)c2ccc3c(c2)NC(=O)C(C)S3)CC1 (configuration not stated)
assay / compound	41	42	43	44	45	46	47	48
LDHA inh	-6	-6	-4	-1	-1	1	-6	-1
D2 PAM	.	-2	5	9	7	15	12	-2
RXFP1 agonist	.	0.3%	3.9%	1.2%	-3.7%	1.4%	0.5%	0.9%
Glioma ERSR ind	-3%	0%	0%	1%	-3%	0%	1%	-7%
D1 potentiator	.	-6	-3	0	10	0	4	-7
D1 agonist	.	2	2	3	2	-1	7	4
D1 antag	.	-10	3	1	-1	21	10	-2
Vif-APOBEC3G blk	-15%	0%	-1%	4%	-7%	0%	2%	2%
Vif-A3F inh	-24%	-7%	0%	-6%	-25%	7%	-2%	5%

Bioassay records deposited in PubChem BioAssay by National Center for Advancing Translational Sciences (NCATS).
